Compound activity from PubChem.
STK33 inh: human STK33 kinase inhibition; AID 2661; purified STK33, MBP phosphorylation, ADP-Glo luminescence; actives 0.073% (n = 320,000); inhibition, % at 10 µM;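 active = inhibition at or above 25%, using the most active replicate where run in duplicate; inactive = inhibition below 25%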
Target sequence (Q9BYT3 whole entry, looked up): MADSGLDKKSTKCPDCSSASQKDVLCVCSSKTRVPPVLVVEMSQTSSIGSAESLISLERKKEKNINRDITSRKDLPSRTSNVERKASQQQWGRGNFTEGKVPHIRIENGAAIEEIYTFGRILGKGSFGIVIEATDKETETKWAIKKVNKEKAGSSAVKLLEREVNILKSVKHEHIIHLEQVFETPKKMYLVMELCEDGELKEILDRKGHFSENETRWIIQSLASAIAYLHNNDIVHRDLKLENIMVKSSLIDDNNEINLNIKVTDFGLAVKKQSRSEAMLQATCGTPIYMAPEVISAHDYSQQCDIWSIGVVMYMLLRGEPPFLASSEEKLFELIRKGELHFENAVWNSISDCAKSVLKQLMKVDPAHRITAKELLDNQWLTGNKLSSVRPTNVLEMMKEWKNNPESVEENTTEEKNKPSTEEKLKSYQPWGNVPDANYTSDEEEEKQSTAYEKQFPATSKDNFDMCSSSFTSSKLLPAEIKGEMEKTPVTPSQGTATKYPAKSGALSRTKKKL
OX1R FRET antag: antagonists of human orexin 1 receptor (OX1R) | O43613 | OX1R-expressing cells, FRET antagonist read-out | inhibition, % at 6.6 µM | actives 1.8% (n = 330,000) | AID 485270; in the data active = inhibition mostly above about 38%, no sharp cut-off; inactive = mostly below about 40%;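 note: 0% = agonist challenge alone and 100% = reference antagonist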
Target sequence (O43613 whole entry, looked up): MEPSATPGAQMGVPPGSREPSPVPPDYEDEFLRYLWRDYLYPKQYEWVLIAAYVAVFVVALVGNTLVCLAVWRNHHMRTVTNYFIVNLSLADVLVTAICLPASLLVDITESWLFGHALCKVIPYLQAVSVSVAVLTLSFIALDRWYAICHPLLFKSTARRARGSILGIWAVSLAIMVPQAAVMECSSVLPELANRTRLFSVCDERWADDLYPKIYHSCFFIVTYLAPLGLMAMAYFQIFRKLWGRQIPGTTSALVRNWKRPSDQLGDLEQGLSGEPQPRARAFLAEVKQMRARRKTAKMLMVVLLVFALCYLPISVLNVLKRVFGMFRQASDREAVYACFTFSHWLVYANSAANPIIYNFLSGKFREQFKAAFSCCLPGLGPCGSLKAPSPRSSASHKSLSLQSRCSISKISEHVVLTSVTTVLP
* = called active by the depositor; . = no result given.

SMILES	STK33 inh	OX1R FRET antag
NC(=O)CSc1oc(-c2ccco2)nc1S(=O)(=O)c1ccc(Br)cc1	0.1	20
Cc1nnc2c(NC(C)C)nc3ccccc3n12	1.2	29
CCOC(=O)c1c(C)c(C(=O)NCCc2ccccc2)c(C)n1C	-0.4	12
CC12C=CC3(O1)C(C(=O)N(c1ccccc1)C3C(=O)NC1CCCC1)C2C(N)=O (configuration not stated)	-0.7	10
C=CCn1c(=N)c(C(=O)OCC)cc2c(=O)n3cccc(C)c3nc21	-2.8	110*
CC1CCCCC1NC(=O)CCC(=O)N1CCOc2ccc(Cl)cc21 (configuration not stated)	0.1	4
COc1ccc(/C=C2\C(=O)ON=C2c2cccc([N+](=O)[O-])c2)cc1	2.7	27
CC(=O)NC(=S)NNC(=O)C(c1ccccc1)c1ccccc1	-0.6	2
O=C(/C=C/c1cccc(Cl)c1)NCc1ccncc1	-0.3	7
Cc1cccc(NC(=O)CN2C(=O)S/C(=C\c3cc(C)n(C)c3C)C2=O)c1	-1.9	26
COc1ccc(NC(=O)Nc2ccc(Br)c(C)c2)cc1	0.3	36
O=C(CSc1nncn1-c1ccccc1)Nc1ccccc1F	0.5	19
O=C(c1cn(Cc2ccccc2)nc1-c1cccnc1)N1CCc2ccccc2C1	-1.3	7
CCOc1cccc(-c2nc3cc(C)ccc3o2)c1	-4.9	8
COCCn1c(=S)[nH]c2cc(C(=O)N3CC(C)CC(C)C3)ccc2c1=O (configuration not stated)	1.5	3
CCOC(=O)Cc1csc(NC(=O)c2cccc(N3C(=O)CCC3=O)c2)n1	-0.8	17
Cc1ccc(CNC(=O)C2CCCN(S(C)(=O)=O)C2)cc1 (configuration not stated)	-1.0	13
CCN(CC)c1ccc(NC(=O)CSC(=O)c2ccccc2)cc1	-2.5	1
Cc1ccc(NC(=O)N2CCC(c3nc4c(nnn4Cc4cccc(Cl)c4)c(=O)[nH]3)CC2)cc1	-0.7	16
N=c1c2c(n(Cc3ccc([N+](=O)[O-])cc3)c3c1CCC3)CCCC2	-0.8	20
COc1ccc(C(C)=O)cc1COC(=O)c1ccc2c(c1)OCO2	-0.9	10
c1ccc(CSc2ncccn2)cc1	-3.5	4
Cc1cc(NC(=O)c2cn(C3CCCCC3)c(=O)c3c2c2ccccc2n3C)no1	0.9	19
CCCN(CC(=O)Nc1ccc(F)c(F)c1F)C(=O)Cn1c(=O)cnc2ccccc21	-1.1	25
FC(F)(F)Oc1ccc(NC(=S)Nc2ccccc2N2CCOCC2)cc1	0.3	19
COc1ccc(N2CC(C(=O)N3CCC(c4nc5ccccc5[nH]4)CC3)CC2=O)cc1 (configuration not stated)	.	15
CC1(C)CC2CC(C)(CN2C(=O)c2cc(-c3ccc(O)cc3)on2)C1 (configuration not stated)	-1.4	24
CN(CCC#N)CC(=O)Nc1ccc(NC(=O)CN(C)CCC#N)cc1	-0.8	18
COC(=O)c1ccc2c(=O)n(CCCCCC(=O)N3CCN(c4ccc(F)cc4)CC3)c(=O)[nH]c2c1	-0.5	7
Cc1ccc(C(=O)Nc2ccncc2)c(C)c1	-0.8	-10

OX1R FRET antag: hit marks shown above.
SMILES	STK33 inh	OX1R FRET antag
C=CCn1c(=N)c(C(=O)OCC)cc2c(=O)n3cccc(C)c3nc21	-2.8	110*

Further records
SMILES	STK33 inh	OX1R FRET antag
COC(=O)C1=C(C(=O)OC)[C@@H]2Nc3ccccc3[C@@]23C[C@@H](C(=O)OC)N(C(=O)COCc2ccccc2)C3=N1	1.4	15
COCCN(C(=O)c1ccco1)c1nnc(-c2ccc(F)cc2)s1	-0.2	12
Cc1cccc(C)c1OCC(=O)Nc1ccc2c(c1)OCCO2	1.1	31
Cc1nc(CNS(=O)(=O)c2cc(F)ccc2F)cs1	0.1	-3
Cn1cccc1C1C=C(c2ccc(C(C)(C)C)cc2)Nc2ncnn21 (configuration not stated)	3.6	12
CCCCN(CCCC)S(=O)(=O)c1ccc(NC(=O)Cc2cccs2)cc1	-0.3	8
O=C(c1ccccc1Cl)N1CCSCC1	-3.6	1
Cn1cc(Br)c(C(=O)NC(=S)N2CCN(c3ccccn3)CC2)n1	-1.7	23
CN(C(=O)CN1C(=O)S/C(=C\c2ccc(Cl)cc2)C1=O)C1CCS(=O)(=O)C1 (configuration not stated)	0.8	11
O=C(NC1CCCC1)c1cccc(NC(=O)c2ccco2)c1	1.2	5
O=C(CCC(=O)c1ccc(Cl)cc1)OCC(=O)c1ccccc1	-0.8	11
OCc1cn(-c2ccccc2)nc1-c1cccnc1	2.0	18
O=C(O)C1CCCCN1S(=O)(=O)c1ccccc1 (configuration not stated)	-0.5	22
COc1cc(C)ccc1OC(C)C(=O)Nc1ccc(N2CCCCC2)cc1 (configuration not stated)	-0.5	8
CCOC(=O)/C=C/[C@H]1CC2(CCO1)SCCCS2	-0.5	7

Brought forward from above: 2 entries, then new ones.
SMILES	STK33 inh	OX1R FRET antag
COc1cc(C)ccc1OC(C)C(=O)Nc1ccc(N2CCCCC2)cc1 (configuration not stated)	-0.5	8
CCOC(=O)/C=C/[C@H]1CC2(CCO1)SCCCS2	-0.5	7
CCCOC1CCCN(C(=O)c2cc(COc3c(F)cccc3F)on2)C1 (configuration not stated)	0.2	22
Cc1nc2ccccc2n1CC(=O)NC1CCCCCC1	-0.6	9
CCNC(=S)Nc1ccc(OCC)cc1	-0.5	17
O=C(O)CCCCCCCCCCP(=O)(c1ccccc1)c1ccccc1	-1.4	15
COc1ccc(OC)c(CCNC(=O)c2ccc(NC3=NC4CS(=O)(=O)CC4S3)cc2)c1 (configuration not stated)	0.2	4
COc1ccc(OC)c(/C=N/n2c(-c3n[nH]c4c3CCC4)n[nH]c2=S)c1	-1.6	8
CCn1c(=O)cc(OCC(=O)Nc2ccccc2C#N)c2ccccc21	-0.9	21
CC(C)(C)[C@H]1C=C(C(=O)NCc2nc3ccccc3[nH]2)O[C@@H](OCc2ccc(CO)cc2)C1	-0.3	25
C=CCNC(=O)/C(=C\C=C\c1ccccc1)NC(=O)c1ccccc1Cl	-2.1	10
COc1ccc(NC(=O)/C(C#N)=C\c2cc(C)n(-c3ccc4c(c3)OCO4)c2C)cc1	-0.6	25
Cc1ccc(C(=O)COC(=O)CCN2C(=O)C3C4CCC(C4)C3C2=O)cc1[N+](=O)[O-] (configuration not stated)	-0.9	25
CCn1nc(C)cc1C(=O)N1CCCC(N2CCN(c3ccccc3OC)CC2)C1 (configuration not stated)	0.0	16
CCOC(=O)c1c(NC(=O)COC(=O)CNC(=O)c2ccc(Cl)cc2Cl)sc(C(=O)N(C)C)c1C	-0.6	10
Cc1c(NC(=O)c2cc3ccccc3oc2=O)c(=O)n(-c2ccccc2)n1C	-0.9	16
CCCCC(=O)Nc1ccc(NC(=S)NC(=O)CCCCl)cc1OC	-0.9	27
CN(C)c1ccc(/C=C2/NC(=O)NC2=O)cc1	0.2	30
CC(=O)N1c2ccc(S(=O)(=O)N3CCC(C(=O)N4CCC(C)CC4)CC3)cc2CC1C (configuration not stated)	0.8	13
COc1ccc(CN2C(=O)CCC2(C)C(=O)NC2CCCCCC2)cc1 (configuration not stated)	-0.3	3
COc1cc(OC)c(N(C)C(=O)c2cn(C)c(=O)c3cc(OC)c(OC)cc23)cc1Cl	1.9	8
COc1cc(-c2c(-c3ccsc3)sc3ccccc23)cc(OC)c1OC	-1.5	13
O=C(NCc1ccccc1)C1=C[C@@H](C2CC2)C[C@@H](OCc2ccc(CO)cc2)O1	-0.7	11
COc1cc(OC)c2cc(C(=O)N/N=C/c3ccccc3O)[nH]c2c1	2.1	62*
CCN1C(=O)/C(=C2/Sc3ccccc3N2CC)SC1=S	-0.5	14
Cc1ccccc1C(=O)NC(=S)NC1CCSC1=O (configuration not stated)	-1.8	6
Cc1nc(C)c2c(=O)cc(-c3ccccc3)[nH]c2n1	0.6	11
Cc1cccc(Nc2cc(C)c3c(O)cccc3n2)c1C	-0.1	19
COc1cccc(C(=O)COC(=O)C(C)N2C(=O)C3C4C=CC(C4)C3C2=O)c1 (configuration not stated)	-0.8	8
CC(=O)Nc1ccc(S(=O)(=O)NC2(C(F)(F)F)NC(=O)N(c3ccccc3F)C2=O)cc1 (configuration not stated)	-0.6	11
CC1(C)CC2CC(C)(CN2C(=O)COC(=O)c2ccc(O)cc2O)C1 (configuration not stated)	-0.9	7
COc1ccc(C2C(=O)N(C3CCCCC3)CC(=O)N2CC2COc3ccccc3O2)cc1 (configuration not stated)	0.0	8
COC(=O)C(Sc1nc(C)cc(C)c1C#N)c1ccccc1 (configuration not stated)	-0.5	20
Cc1ccccc1NC(=O)NC1CCCCCCC1	-1.3	11
COc1cccc(CN(C)C(=O)[C@@H](NC(=O)c2ccc(C)cc2)C(C)C)c1	-2.0	3
CSc1nnc(NC(=O)c2ccco2)s1	-1.3	10
CCCOC(=O)C1=C(C)NC2=C(C(=O)CC(C)(C)C2)C1c1ccc(N(C)C)cc1 (configuration not stated)	-1.0	23
N#CC(=NCc1cccnc1)C1=C(O)c2ccccc2C1=O	0.0	9
O=C(Cc1ccccc1[N+](=O)[O-])NCc1ccncc1	-1.3	15
CSC1=NCCN1C(=O)c1ccc2ccccc2c1	0.3	18
COc1ccc(Cl)cc1NC(=O)c1ccc2c(SCC(=O)O)c3c(nc2c1)CCCC3	-1.4	11
O=C(COC(=O)Cc1ccc([N+](=O)[O-])cc1)NC1CCCCCC1	-2.7	2
C=CCSc1nnc(-c2c[nH]c3ccccc23)n1CCOC	-0.5	13
CCOC(=O)c1cc(NC(=O)c2ccoc2C)cc(C(=O)OCC)c1	-1.7	5
CC(=O)C[C@@H](O)CC(=O)[C@@H]1OC(=O)CCCCCCc2ccccc21	0.0	9
O=C(C[C@H]1C/C=C\C[C@@H](Cc2ccc(F)cc2)C(=O)O[C@@H](c2ccccc2)CNC1=O)NCCO	0.6	19
COc1cc(CN2CCCCC2)ccc1OCc1ccccc1	-1.3	6
CCOc1ccc(S(=O)(=O)N2CCCCC2)cc1NC(=O)Cc1ccccc1	-0.6	0
CCN(CC(=O)Nc1ccc(C(C)=O)cc1)CC(=O)Nc1cccc(OC)c1	-1.9	16
COc1ccccc1OCC(=O)NCCSCc1ccccc1Cl	-2.1	11
Cc1ccc(SCCC(=O)N/N=C/c2ccncc2)cc1	-0.7	8
Cc1ccc(C(C(=O)NCc2ccco2)N(CC2CCCO2)C(=O)Cn2nnc3ccccc32)cc1 (configuration not stated)	-0.4	19
Cc1cccc2c(C(=O)N3CCN(c4ccccn4)CC3)cc(-c3cccc(Br)c3)nc12	-0.1	6
Cc1ccc(NC(=O)CSc2ncn[nH]2)c([N+](=O)[O-])c1	-2.6	16
N/C(=N\OC(=O)C1CCCCC1)c1ccc(Cl)cc1	0.4	17
CC(C)=CCC/C(C)=C/CNC(=O)CC1C[C@H](C(=O)N(C(C)C)C(C)C)[C@@]2(C)c3[nH]c4ccccc4c3CCN2C1=O (some centres not stated)	-2.4	-1
O=[N+]([O-])c1ccc(N2CCCCC2)nc1	-1.3	35
CC1CCCC(C)N1C(=O)c1cccc2c1-c1ccccc1/C2=N/O (configuration not stated)	-14	25
CCc1cc(-c2onc(C)c2-c2cscn2)c(O)cc1OC	8.2	4
CN1C(=O)[C@H]2[C@@H](/C=C/c3ccccc3)N3C(=O)CN(CCO)C(=O)[C@@]3(Cc3ccccc3)[C@H]2C1=O	0.5	16
COc1cc(-c2n[nH]c(=S)n2C(C)c2ccccc2)cc(OC)c1OC (configuration not stated)	0.7	1
CCCCn1c(=N)n(CC(O)COc2ccccc2)c2ccccc21 (configuration not stated)	-1.0	15

Full records, quoted from the list. Order of screens: STK33 inh	OX1R FRET antag
O=[N+]([O-])c1ccc(N2CCCCC2)nc1 is listed with -1.3	35
CCCCn1c(=N)n(CC(O)COc2ccccc2)c2ccccc21 (configuration not stated) is listed with -1.0	15
CC1CCCC(C)N1C(=O)c1cccc2c1-c1ccccc1/C2=N/O (configuration not stated) is listed with -14	25
Cc1cccc2c(C(=O)N3CCN(c4ccccn4)CC3)cc(-c3cccc(Br)c3)nc12 is listed with -0.1	6
CCc1cc(-c2onc(C)c2-c2cscn2)c(O)cc1OC is listed with 8.2	4

Next section:
SMILES	STK33 inh	OX1R FRET antag
O=C(COc1cccc(C(F)(F)F)c1)Nc1ccccc1N1CCCCC1	-1.1	2
NS(=O)(=O)c1ccc(NC(=O)CSc2n[nH]c(=O)n2Cc2ccccc2)cc1	-1.8	3
CN1CCNC(=O)C1CC(=O)NCC1(c2ccccc2)CCCCC1 (configuration not stated)	-0.1	14
O=C1CC(=O)Nc2cc(S(=O)(=O)N3CCOc4ccccc43)ccc2N1	-0.9	5
CN(C)C(=O)CCc1ccc2c3c([nH]c2c1)[C@]1(C)[C@@H](C(=O)N2CCCCC2)C[C@H](CC(=O)NCCc2ccccn2)C(=O)N1CC3	.	6
CCOP(=O)(OCC)C(Nc1ccccc1)c1cc(OC)ccc1OC (configuration not stated)	-0.1	6
O=C(O)c1ccc2c3n(nc2c1)-c1ccc(Cl)cc1CO3	16	29
CC1(C)CC(=O)C=C(CN2C(=O)c3ccccc3C2=O)C1=O	-1.8	15
Cc1ccc(Nc2nc(N)nc(CSC(=S)N3CCN(c4ccccc4)CC3)n2)cc1	.	11
O=C(CN1CCCC1)NC12CC3CC(CC(C3)C1)C2	-1.1	11
Cc1cc(=O)oc2cc(OCC(=O)NCc3ccncc3)ccc12	0.4	4
O=C(COc1ccccc1)Nc1nnc(S(=O)(=O)N2CCCCCC2)s1	-0.3	5
CCOC(=O)C1CCN(C2CCN(C(=O)c3oc4c(F)cccc4c3C)CC2)CC1	0.4	12

As entered above:
CCOP(=O)(OCC)C(Nc1ccccc1)c1cc(OC)ccc1OC (configuration not stated) @ STK33 inh: -0.1
O=C(COc1ccccc1)Nc1nnc(S(=O)(=O)N2CCCCCC2)s1 @ OX1R FRET antag: 5
O=C(CN1CCCC1)NC12CC3CC(CC(C3)C1)C2 @ OX1R FRET antag: 11
Cc1cc(=O)oc2cc(OCC(=O)NCc3ccncc3)ccc12 @ OX1R FRET antag: 4
CN1CCNC(=O)C1CC(=O)NCC1(c2ccccc2)CCCCC1 (configuration not stated) @ STK33 inh: -0.1
CCOC(=O)C1CCN(C2CCN(C(=O)c3oc4c(F)cccc4c3C)CC2)CC1 @ STK33 inh: 0.4
